# Bioassay records (PubChem BioAssay)
# PKA-R1A activ: activates the PKA-R1A holoenzyme complex | activation, % at 11.4 µM | P00514+P68181 | PKA-R1A dissociation, Cy5-IP20 fluorescence polarization; scaled: DMSO 0%, 113 µM cGMP 100% | AID 504707 | actives 0.083% (n = 340,000);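 active = percent activation above the mean of all tested compounds plus 3 SD, cut at about 19% in these data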;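 also: higher means more PKAc released from R1A so a rise in polarization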
# PKA-R2B act: activators of human PKA-R2B complex | P22694+P31323 | PKA-R2B holoenzyme dissociation, Cy5-IP20 fluorescence polarization; R2B truncated from residue 108, S112A mutant; 0% DMSO only, 100% 113 µM cGMP | activation, % at 11.4 µM | actives 0.079% (n = 340,000) | AID 504700;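 active = activation above a cutoff set at the mean over all compounds plus 3 SD, cut at about 18% in these data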;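 also: higher means more holoenzyme dissociation and a rise in polarization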
# Target sequence (P31323 whole entry, looked up, other chains not shown, the tested form may be a part): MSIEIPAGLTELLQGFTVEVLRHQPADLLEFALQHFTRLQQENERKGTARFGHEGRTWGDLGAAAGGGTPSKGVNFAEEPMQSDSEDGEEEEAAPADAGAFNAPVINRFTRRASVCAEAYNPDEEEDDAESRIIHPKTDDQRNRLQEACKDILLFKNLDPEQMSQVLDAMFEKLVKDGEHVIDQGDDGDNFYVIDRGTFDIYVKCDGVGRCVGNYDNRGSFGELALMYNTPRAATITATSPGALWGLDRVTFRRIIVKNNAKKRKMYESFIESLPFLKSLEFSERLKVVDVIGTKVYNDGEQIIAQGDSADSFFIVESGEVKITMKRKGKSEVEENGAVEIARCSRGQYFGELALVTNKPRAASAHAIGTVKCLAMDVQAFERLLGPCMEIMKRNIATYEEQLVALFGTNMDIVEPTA
# Mot1-301 SUMO: blocks SUMOylation pathway, rescuing yeast Mot1-301 growth; S. cerevisiae Mot1-301 growth rescue, ATP luminescence, 38.5C; percent above DMSO median, 100 means doubled; growth rescue, % at 18.8 µM; actives 1% (n = 320,000);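 active = every valid replicate shows activation above 250% relative to neutral control wells; inactive = the rest, any valid replicate at or below 250%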;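 also: OY570 slx delta 5 strain wells were the positive control but not used for scaling; some compounds called inactive have numbers as strong as hits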
# Tat export inh: E. coli Tat transport inhibition; actives 0.036% (n = 340,000); E. coli MC4100 TorA-mCherry Tat export, fluorescence; inhibition, % at 10 µM; AID 488895;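 active = mean replicate inhibition at least 50% and at least half of replicates individually reaching 50%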;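 also: exported cargo escapes ClpAP degradation while cytoplasmic cargo is degraded and loses fluorescence; 0% = median of neutral control wells and 100% = median of NaSCN control wells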
# AddAB inh: less growth of phage-infected E. coli with AddAB | E. coli expressing H. pylori AddAB, absorbance growth | inhibition, % at 11.9 µM | actives 0.29% (n = 330,000); in the data active = inhibition above about 12%;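 also: 0% = vehicle wells of infected cells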
# HTR5A inv ag: inverse agonist of human HTR5A in OPRM1-OPRD1 counter-screen. actives 0.083% (n = 340,000). HTR5A cell line, luminescence, inverse agonism. inhibition, % at 9.3 µM; in the data active = inhibition mostly above about 23%, no sharp cut-off; inactive = mostly below about 18%;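 also: 0% = cells with DMSO and 100% = no-cell wells with DMSO; some compounds called inactive have numbers as strong as hits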
# Target sequence (P47898 whole entry, looked up): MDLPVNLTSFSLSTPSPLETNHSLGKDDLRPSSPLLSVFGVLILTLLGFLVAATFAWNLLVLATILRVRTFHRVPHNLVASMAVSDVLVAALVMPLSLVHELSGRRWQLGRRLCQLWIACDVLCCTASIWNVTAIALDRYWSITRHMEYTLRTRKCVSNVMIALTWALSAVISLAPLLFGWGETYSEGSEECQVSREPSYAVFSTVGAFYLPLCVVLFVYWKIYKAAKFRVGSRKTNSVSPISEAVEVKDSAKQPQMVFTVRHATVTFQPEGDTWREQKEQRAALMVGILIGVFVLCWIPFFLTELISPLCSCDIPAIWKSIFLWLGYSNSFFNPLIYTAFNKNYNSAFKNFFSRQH
# CDK5 inh: inhibitors of human CDK5/p35 kinase; AID 488839; inhibition, % at 10 µM; Recombinant CDK5/p35, ADP-Glo luminescence, 60 min; actives 0.01% (n = 330,000);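 active = highest replicate inhibition of at least 50% and at least 75% of replicates reaching 50%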;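 also: plate controls were DMSO neutral control for no effect and GW8510 at 10 µM for full effect; many of its hits are not listed in these tables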
# E coli growth: bacterial growth inhibition, counter-screen for AddAB inhibitors. AID 449728. E. coli V3065 growth, OD600 absorbance, 18 h. inhibition, % at 11.9 µM. actives 0.27% (n = 330,000);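 active = inhibition above the campaign's mean inhibition across all tested compounds plus 3 SD, cut at about 9.9% in these data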;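 also: uninfected addAB+ strain grown without phage in ampicillin broth; 0% = DMSO wells and 100% = ciprofloxacin 0.95 µg/ml wells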
# HTR5A ag ctr: activates human HTR5A in OPRM1-OPRD1 agonist counter-screen. P47898. HTR5A agonist assay, luminescence, cell-based. activation, % at 9.3 µM. actives 0.61% (n = 340,000). AID 504692; in the data active = activation mostly above about 9.5%, no sharp cut-off; inactive = mostly below about 7.6%;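 also: 0% = cells with vehicle only and 100% = reference agonist; strong numbers were not always called active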
# DAGLB inhibitor: blocks human DAGLB lipase activity | AID 504411 | actives 0.059% (n = 340,000) | inhibition, % at 5.17 µM | HEK293T DAGLB membrane lysate, EnzChek fluorogenic substrate; in the data active = inhibition above about 34%;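 also: 0% = enzyme with vehicle and 100% = wells lacking enzyme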
# phage Ecoli inh: E. coli growth loss with phage present; inhibition, % at 11.9 µM; growth absorbance; actives 0.26% (n = 360,000); AID 651602; in the data active = inhibition above about 11%
# Active calls of the source: *; · = no result given. This is a random part of the collection; about 2.3% have a hit in one of these screens.
# Every second line gives: CDK5 inh	PKA-R1A activ	DAGLB inhibitor	AddAB inh	PKA-R2B act	E coli growth	Mot1-301 SUMO	phage Ecoli inh	HTR5A inv ag	Tat export inh	HTR5A ag ctr
Cc1ccc(C(=O)NCC(=O)Nc2ccncc2)cc1
  -0.6	1	4	3.9	9	3.8	109	2.1	5	14	4
CCc1ccccc1N1CC23C=CC(O2)C(C(=O)OCC(C)C)C3C1=O (stereo not drawn)
  0.7	0	0	5.1	-7	2.7	-10	-0.3	-10	9	4
O=C1CC(N2CCN(c3ccc(F)cc3)CC2)C(=O)N1Cc1cccs1 (stereo not drawn)
  0.8	12	1	2.9	5	-1.9	-11	3.0	9	1	7
COc1ccc(CCNC(=O)CCN2C(=O)COc3ccc(C)cc32)cc1OC
  -1.7	3	1	-1.2	-5	-4.2	23	3.3	-1	3	0
O=C(CSc1ccc2ccccc2c1Br)Nc1cccc(S(=O)(=O)NC2=NCCCCC2)c1
  -0.2	-4	-1	1.3	-7	-1.6	61	1.4	16	5	3
Cc1ccccc1S(=O)(=O)NC1=NCCCCC1
  -0.5	-1	-3	4.3	-8	0.3	-14	3.1	3	1	-1
O=C(CCC(=O)N(CC(=O)NC1CCCCC1)Cc1cccs1)Nc1ccccn1
  0.5	-5	-1	-0.7	2	-2.2	2	3.6	-7	-15	3
CCC(=O)N1c2ccc(S(=O)(=O)CCC(=O)NC3CCCC3)cc2CC1C (stereo not drawn)
  0.0	1	0	0.2	-4	0.3	17	-0.6	-8	-1	2
C1=C(c2ccccc2)Nc2ncnn2C1c1ccccc1 (stereo not drawn)
  -1.0	2	0	1.9	-3	2.4	11	2.2	-6	-33	2
O=C(NCc1ccc(F)c(F)c1)C1CCC(=O)N(CCc2ccccc2)C1 (stereo not drawn)
  0.6	-6	0	·	-2	·	·	1.9	-21	5	-3
COc1ccc(OCc2nnc(SCC(=O)NC3CCCCC3)o2)cc1
  -9.3	10	-3	1.1	8	0.1	-13	-0.1	4	-1	-2
CCOc1ccc(NC(=O)Cn2nnc(C(=O)NCc3ccco3)c2N)cc1
  0.0	-1	-3	0.1	6	3.2	-15	2.8	12	-6	-3
CCOc1cccc(/C=N/NC(=O)C2CCCC2)c1O
  -1.1	-6	0	-1.4	2	1.3	-6	-0.1	1	-1	2
O=C(COC(=O)C12CC3CC(CC(C3)C1)C2)Nc1ccc([N+](=O)[O-])cc1Cl
  2.0	7	0	0.9	-14	-2.4	0	4.2	-32	-1	-1
Nc1c(Br)cc2c(c1Br)C(O)c1ccccc1-2 (stereo not drawn)
  -0.4	2	3	·	-6	·	·	4.0	0	8	0
O=C(O)Cc1ccc(-c2ccccc2-c2ccccc2)cc1
  -0.2	1	0	0.2	2	0.9	-3	2.1	-2	1	5
COc1ccc(-c2cn3nc(SCC(=O)NCC4CCCO4)ccc3n2)cc1 (stereo not drawn)
  0.5	-4	0	0.4	7	-3.8	-5	2.8	-3	1	1
CN1N=C(C(=O)N=c2sc3ccccc3n2C)CCC1=O
  3.6	-9	-2	·	-4	·	·	1.7	-1	-1	0
CCC(C)C(=O)Nc1nc(C)c(-c2csc(Nc3cc(OC)ccc3OC)n2)s1 (stereo not drawn)
  -0.9	-7	1	2.1	3	0.3	3	2.6	-7	9	2
COC(=O)c1c(NC(=O)COC(=O)Cn2cnc3ccccc32)sc2c1CCCC2
  -0.6	0	-4	-1.1	-2	-2.5	51	5.1	10	2	6
COc1cc(OC)cc(-c2nnc(NC(=O)CCS(=O)(=O)c3ccccc3)o2)c1
  -0.8	-1	-2	3.6	-1	-1.2	-3	4.8	-20	-4	7
O=C(CCCCCCC(=O)NCc1ccccc1)NCc1ccccc1
  -2.2	-10	0	-1.6	7	-3.2	6	1.4	-6	2	1
O=C(NC1CCCCC1)N1CCC(n2c(=O)[nH]c3ccccc32)CC1
  -2.3	4	1	-1.7	4	-3.5	57	4.2	·	5	·
CCOc1ccc(-c2nnc3ccc(SCc4ccc(C(=O)OC)o4)nn23)cc1
  -1.7	1	-2	1.8	4	1.9	-7	0.3	3	-1	-1
O=C(Nc1cccc(Cl)c1)c1ccc(NCC2CCCO2)c([N+](=O)[O-])c1 (stereo not drawn)
  0.7	-5	-3	2.3	-10	-0.3	-3	5.1	7	-5	-3
COc1cccc(/C=N/NC(=O)c2ccc3nc[nH]c3c2)c1O
  0.9	-3	2	-1.5	-2	-1.3	53	1.4	-27	9	10
C[C@H]1[C@H](C)CC[C@]2(C(=O)O)CC[C@]3(C)C(=CC[C@@H]4[C@@]5(C)C[C@@H](O)[C@H](O)C(C)(C)[C@@H]5CC[C@]43C)[C@H]12
  -9.1	-10	7	1.6	-6	-1.0	510*	·	-14	4	5
COc1ccc(CCNC(=S)N(C)C)cc1OC
  -1.3	·	·	6.1	·	0.3	37	0.1	·	-11	·
COc1ccc(-c2sc3ccccc3c2C#CC2(O)CCCCC2)cc1
  0.0	0	-10	4.9	-7	1.9	12	2.5	-22	-9	-1
CC(C)(C)c1ccc(C(=O)NCC(=O)OCC(=O)Nc2ccc3c(c2)OCCO3)cc1
  -0.8	-13	-5	-0.4	-4	-0.1	-13	0.8	4	-3	-2
CCOC(=O)CCCCC(=O)c1[nH]c(=O)[nH]c1CN1CCOCC1
  2.0	-1	0	4.2	7	0.2	296	3.0	1	-5	3
O=C(C1=C(O)C(=O)N(CCN2CCOCC2)C1c1ccc([N+](=O)[O-])cc1)c1cccs1 (stereo not drawn)
  -1.2	3	0	-1.1	0	-1.1	-13	·	11	1	-3
Cc1cc(NC(=O)CSc2nnc(Cn3c(=O)sc4ccccc43)n2-c2ccccc2C)no1
  1.9	-10	1	4.8	-7	0.2	-8	1.8	9	-9	-3
CC(/C=N/NC(=O)c1ccco1)=C\c1ccccc1
  -0.5	7	-3	2.8	-4	1.6	-3	5.9	-9	-8	7
Cc1ccoc1C(=O)NCCNc1ccc(Cl)cc1[N+](=O)[O-]
  0.6	-6	15	5.5	-8	0.0	1	2.9	-4	-14	0
O=C(O)C1CCCCC1C(=O)Nc1ccc(F)c(F)c1 (stereo not drawn)
  -1.5	-7	2	1.4	3	-0.8	-7	2.1	11	-2	0
CN(C)c1ccc2c(=O)[nH][nH]c(=O)c2c1
  0.2	-12	-1	2.7	-4	-1.6	-5	4.1	15	2	-3
CCc1ccc(C(=O)OCC(=O)NCCNC(=O)COC(=O)c2ccc(CC)cc2)cc1
  0.6	2	1	4.8	1	0.4	30	-0.4	11	3	0
CCOCc1nnc(NC(C)=O)s1
  0.1	-7	0	0.5	5	1.7	3	0.6	-60	-9	6
COc1cccc(OC)c1OC(=O)c1cnccn1
  -0.7	9	0	-0.2	-5	0.1	-6	1.3	-18	-16	-1
Cc1cccn2c(=O)nc(SCC(=O)NCc3ccc4c(c3)OCO4)nc12
  -1.5	0	1	1.1	2	0.6	6	1.6	-17	2	6
COCC(C)NS(=O)(=O)c1ccc(NC(=O)C(Cc2ccccc2)NC(N)=O)cc1 (stereo not drawn)
  -0.1	-6	0	0.6	-9	-2.8	0	2.5	-22	0	0
O=C(NNC(=O)c1cccnc1SCc1cccc([N+](=O)[O-])c1)c1cccnc1
  0.7	-1	1	4.2	0	-0.7	1	1.8	2	4	-2
COc1ccc(OC)c(NC(=O)c2cccc(Cn3cc(Br)c([N+](=O)[O-])n3)c2)c1
  -2.0	4	2	4.2	1	3.7	-13	4.5	-21	-5	-3
Cc1ccc(-n2[nH]c(C)c(CCC#N)c2=O)cc1
  -0.5	0	-2	0.8	-6	0.5	6	·	-4	-5	-2
Nc1c(Cl)cc(C2=NCCn3c2c2ccc([N+](=O)[O-])cc2[n+]3[O-])cc1Cl
  -1.0	9	7	2.8	10	-1.2	73	1.6	13	8	-4
COC(CNC(=O)c1ccc2nc3ccccc3c(=O)n2c1)OC
  0.1	2	-1	1.2	8	-1.6	6	0.4	10	-1	-3
CC1(c2ccccc2Br)NC(=O)N(CC(=O)NC2CCCCC2)C1=O (stereo not drawn)
  -0.6	-9	0	2.5	3	-1.6	-15	-0.6	-5	-3	2
O=C(Nc1ccc(OC(F)(F)F)cc1)c1ccccc1-n1cnnn1
  -0.8	-3	-1	-2.7	-1	-4.0	7	0.4	-4	-10	2
CC(=O)NC(Cc1ccc(C)cc1)C(=O)NC1CCN(S(=O)(=O)c2ccccc2)CC1 (stereo not drawn)
  0.7	10	-2	-0.5	1	-0.9	-12	2.7	-15	-2	-2

# (further entries)
# Every second line gives: CDK5 inh	PKA-R1A activ	DAGLB inhibitor	AddAB inh	PKA-R2B act	E coli growth	Mot1-301 SUMO	phage Ecoli inh	HTR5A inv ag	Tat export inh	HTR5A ag ctr
COc1ccc(Cl)cc1S(=O)(=O)N(C)CC(=O)N1CCCC1
  0.5	-10	-1	-1.8	-4	0.2	5	1.2	11	4	-3
COc1ccccc1OCc1ccc(C(=O)Nc2ccccc2)cc1
  0.5	-6	-3	2.2	-4	-0.5	-14	3.3	5	-9	-2
N#Cc1ccc(C23OCCN2CCn2c3c3ccccc3[n+]2[O-])cc1 (stereo not drawn)
  1.6	-1	0	9.9	-6	8.0	0	3.6	-26	-3	10
CCN(CC)CP(=O)(c1ccccc1)c1ccccc1
  0.2	1	0	1.4	-4	-0.1	-20	2.8	-9	7	1
O=C1OCCC1Sc1nc2cc(Cl)ccc2n1Cc1ccccc1 (stereo not drawn)
  -0.5	-8	0	1.8	2	-0.3	1	-2.9	14	1	-6
Cc1ccc(CNC(=O)C23CN(Cc4ccccc4)CC2C(c2ccc([N+](=O)[O-])cc2)=NO3)o1 (stereo not drawn)
  -5.2	-11	0	3.1	-3	-0.3	-8	2.8	-17	7	6
Cn1c(SC/C=C/c2ccccc2)nnc1-c1ccco1
  -0.1	-7	2	3.7	3	2.5	-11	1.5	24	0	-9
O=C(NCC1CC1)c1ccc2c3n(nc2c1)-c1ccccc1CO3
  7.2	0	-2	3.6	-4	3.2	-19	4.1	-5	-12	2
O=S(=O)(Nc1cccnc1)c1cccc(C(F)(F)F)c1
  -0.7	-20	-2	0.8	0	2.8	7	3.1	-1	-7	-1
CC(C)Oc1ccc(C(=O)NCCCNC(=O)c2cccnc2)cc1
  0.9	6	0	-1.3	2	2.9	-3	0.2	-20	1	5

# Another view of some results above.
Molecule | CDK5 inh | PKA-R1A activ | DAGLB inhibitor | AddAB inh | PKA-R2B act | E coli growth | Mot1-301 SUMO | phage Ecoli inh | HTR5A inv ag | Tat export inh | HTR5A ag ctr
COc1ccccc1OCc1ccc(C(=O)Nc2ccccc2)cc1 | 0.5 | -6 | -3 | 2.2 | -4 | -0.5 | -14 | 3.3 | 5 | -9 | -2
N#Cc1ccc(C23OCCN2CCn2c3c3ccccc3[n+]2[O-])cc1 (stereo not drawn) | 1.6 | -1 | 0 | 9.9 | -6 | 8.0 | 0 | 3.6 | -26 | -3 | 10
